Source: PubChem (The Scripps Research Institute Molecular Screening Center)
M1 ag parental = nonselective activator or artifact in parental CHO-K1 cells; AID 602248; activation, % at 3 µM; 360,000 tested, 0.48% active; Fluo-8 calcium fluorescence; scaled to maximal ATP response, vehicle zero; in the data active means activation above about 15%;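 further: untransfected CHO-K1 host cells lacking M1 receptor as counterscreen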
CHO-K1 Ca PAM = nonselective activator or artifact in parental CHO-K1 calcium assay; ATP EC20, Fluo-8 calcium fluorescence; 0% at ATP EC20, 100% at ATP max; activation, % at 3 µM; 360,000 tested, 0.02% active;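 active means activation above the run cutoff, the mean activation of all test compounds plus 3 SD, cut at about 40% in these data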;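 further: peak over basal fluorescence ratio in a 140 s read after ATP addition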
CHO parental Ca = counter-screen: ATP calcium response change in parental CHO cells. parental CHO-K1, ATP-induced calcium, Fluo-8 fluorescence. inhibition, % at 5.6 µM. 330,000 tested, 0.63% active. AID 463079;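 active means inhibition above that plate's mean sample inhibition plus 3 SD, cut at about 26% in these data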;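 further: 0% = ATP-challenged DMSO wells and 100% = DMSO wells without ATP; some compounds past the cut are filed as inactive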
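Assay system – parental CHO cells · Reagent – ATP stimulus · Detection – intracellular calcium via Fluo-8 no-wash fluorescent dye · Evaluation – percent inhibition of ATP-evoked calcium rise, normalized to controls · Controls – ATP wells versus no-ATP DMSO wells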
TAAR1 agonist = human TAAR1 agonism. Q96RJ0. CHO RD-HGA16 TAAR1, Fluo-8 calcium fluorescence; vehicle wells 0%, saturating PEA agonist 100%. activation, % at 3 µM. 360,000 tested, 0.99% active. AID 624467;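 active means activation above the mean activation of all test compounds in the run plus 3 SD, cut at about 38% in these data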
Target sequence (Q96RJ0 whole entry, looked up): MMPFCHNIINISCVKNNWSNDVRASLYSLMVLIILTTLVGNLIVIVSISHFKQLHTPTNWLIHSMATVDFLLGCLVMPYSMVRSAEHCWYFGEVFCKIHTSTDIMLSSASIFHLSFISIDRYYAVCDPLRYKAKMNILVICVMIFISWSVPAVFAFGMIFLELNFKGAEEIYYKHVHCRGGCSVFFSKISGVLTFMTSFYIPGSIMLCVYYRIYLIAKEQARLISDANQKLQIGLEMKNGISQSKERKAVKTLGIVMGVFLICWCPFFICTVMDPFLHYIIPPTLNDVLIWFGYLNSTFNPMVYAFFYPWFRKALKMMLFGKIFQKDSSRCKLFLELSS
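System: CHO-derived RD-HGA16 cells with stable Gα16 and human TAAR1. Times: 17-24 h plating, Fluo-8 75 min 37 °C, 30 min RT. Measured by: calcium-sensitive Fluo-8 signal, excitation 470-495, emission 515-575 nm. Read-out basis: % activation relative to PEA EC100 response. Control set: DMSO and PEA EC100. Repeats: no replicates (n 1).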
TAAR1 antagonist = human TAAR1 antagonism | CHO RD-HGA16 TAAR1, Fluo-8 calcium fluorescence, antagonist | inhibition, % at 3 µM | 360,000 tested, 1.5% active | AID 624466;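 active means inhibition above a per-plate cutoff, the mean inhibition of test compounds on that plate plus 3 SD, cut at about 49% in these data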;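 further: 0% = DMSO plus EC80 beta-PEA response and 100% = DMSO alone without agonist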
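System: RD-HGA16 CHO cells with stable hTAAR1 and Gα16 | Probe or stimulus: EC80 β-phenethylamine stimulus | Dosing: 3 µM, single point | Times: Dye loading 75 min at 37 °C, then 30 min room temperature | Measured by: Fluo-8 calcium-sensitive fluorescence | Read-out basis: % inhibition of agonist calcium response | Replicates: n of 1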
M1 ag = human M1 muscarinic receptor agonism | P11229 | CHO-K1 hM1, Fluo-8 calcium fluorescence, agonist mode; 0% DMSO, 100% acetylcholine EC100 | activation, % at 3 µM | 360,000 tested, 0.33% active | AID 588814;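 active means activation above the run's mean compound activation plus 3 SD, cut at about 16% in these data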;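 further: peak over basal fluorescence ratio within a 140 s kinetic read after compound addition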
V1aR counter = counter-screen for oxytocin receptor agonists: human V1a receptor agonists. CHO-V1R cells, Fluo-8 calcium fluorescence, agonist mode; 0% DMSO, 100% 3 nM vasopressin. activation, % at 3 µM. 320,000 tested, 0.25% active;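 active means activation above the mean activation of all tested compounds plus 3 SD, per screening run, cut at about 20% in these data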;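 further: signal is peak over basal fluorescence ratio across a 100 second FLIPR read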
Target sequence (P37288 whole entry, looked up): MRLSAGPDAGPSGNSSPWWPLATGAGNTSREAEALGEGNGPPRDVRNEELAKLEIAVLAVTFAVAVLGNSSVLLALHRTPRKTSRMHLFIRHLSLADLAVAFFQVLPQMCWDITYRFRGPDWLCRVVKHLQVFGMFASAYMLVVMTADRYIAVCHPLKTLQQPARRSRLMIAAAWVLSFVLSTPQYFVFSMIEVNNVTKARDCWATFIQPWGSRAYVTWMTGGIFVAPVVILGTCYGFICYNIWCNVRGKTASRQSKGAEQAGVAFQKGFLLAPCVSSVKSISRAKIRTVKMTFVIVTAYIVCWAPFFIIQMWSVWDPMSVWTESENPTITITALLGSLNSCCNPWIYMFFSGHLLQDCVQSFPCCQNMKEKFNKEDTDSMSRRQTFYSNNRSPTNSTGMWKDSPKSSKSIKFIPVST
CHO-K1 Ca antag = counter-screen for M1 antagonists: effect in parental CHO-K1 cells | ATP-induced calcium, Fluo-8 fluorescence | inhibition, % at 3 µM | 360,000 tested, 0.6% active | AID 602250;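 active means inhibition above a per-plate cutoff, the plate's mean sample inhibition plus 3 SD, cut at about 24% in these data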;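 further: 0% = DMSO plus EC80 ATP and 100% = DMSO alone without ATP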
OXTR potentiator = human OXTR potentiation; activation, % at 3 µM; P30559; 320,000 tested, 0.061% active; CHO-OTR cells, Fluo-8 calcium fluorescence, potentiator mode; 0% = oxytocin EC15, 100% = EC100;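 active means activation above that plate's cutoff, the mean activation of tested compounds plus 3 SD, cut at about 6.6% in these data, passing the limit was not always enough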;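 further: 100% uses oxytocin at 75 nM as the full agonist control; some results filed as inactive read as strong as hits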
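System: human OTR in CHO cells; Also added: sub-maximal oxytocin, roughly EC15; Timing: compound 6 min at room temperature before oxytocin, 100 s read; Technique: Fluo-8 intracellular calcium fluorescence, ex 470-495, em 515-575 nm; Controls: oxytocin EC15 low and EC100 high; Replication: singlicate.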
Starred values were filed as active, the others as inactive; / = no result given.

SMILES | M1 ag parental | CHO-K1 Ca PAM | CHO parental Ca | TAAR1 agonist | TAAR1 antagonist | M1 ag | V1aR counter | CHO-K1 Ca antag | OXTR potentiator
COc1cc(Cl)c(C)cc1NC(=O)COC(=O)c1ccc(CN2CCCC2=O)cc1 | 4.6 | -17 | 0 | 6 | -3 | -1 | 5.1 | 5 | -10
CC(C)N(Cc1ccccc1)C(=O)C1CCN(c2ncnc3c2nc2n3CCCCC2)CC1 | 4.0 | 1 | -30 | 4 | 21 | -4 | 6.4 | -18 | -4
COc1ccc(NC(=O)NNC(=O)C(C)Oc2ccc(C(C)C)cc2)c(OC)c1 (configuration not stated) | 2.1 | 18 | -1 | -1 | -6 | -1 | 3.2 | -14 | -6
COc1ccccc1-c1cc(NC=O)c2ncc(-c3ccc(S(C)(=O)=O)cc3)n2c1 | 5.8 | 17 | / | 19 | 41 | -1 | / | -2 | /
Cc1c(C(=O)NC(=S)Nc2ccccc2N2CCCC2)cccc1[N+](=O)[O-] | 2.0 | 20 | -11 | 3 | 4 | -7 | 0.8 | -4 | -2
C#CCOCCOCCOCCNc1nc(N2CCN(C(=O)C([C@@H](C)CC)n3cc(C(N)COC(=O)C(F)(F)F)nn3)CC2)nc(N2CCN(C(=O)[C@H](CCC(=O)O)n3cc(C(N)CC(C)C)nn3)CC2)n1 (some centres not stated) | / | / | -3 | 3 | -5 | / | 0.6 | / | -9
O=C(N/N=C/c1ccccc1[N+](=O)[O-])C(=O)N1CCCC1 | 0.8 | 19 | 1 | 4 | -9 | -3 | -0.1 | -20 | 1
CCOc1ccc(S(=O)(=O)NCc2ccccn2)cc1 | 11 | 4 | -6 | 3 | 15 | 1 | 0.8 | -3 | 0
CC1CN(S(=O)(=O)c2cccc(C(=O)N(Cc3nnc(-c4ccccc4Cl)o3)C3CC3)c2)CC(C)O1 (configuration not stated) | 2.2 | 13 | -9 | 2 | -5 | -6 | 2.1 | -8 | -14
Cc1ccc(N2C(=O)NC3(CCCCC3)C2=O)cc1 | 0.2 | 10 | -5 | 5 | 0 | -5 | 0.7 | -7 | -7
COc1cc(C[C@@H]2C(=O)OC[C@H]2Cc2ccc(OC)c(OC)c2)ccc1O | 12 | 5 | 13 | 16 | 14 | 3 | 10 | 4 | -10
O=C(Nc1cccc(Cl)c1Cl)C1CCCO1 (configuration not stated) | 0.3 | -6 | -6 | 1 | -30 | -8 | 0.6 | -3 | 0
COC(=O)/C=C1/S/C(=N/NC(=O)c2ccc(OC)cc2)NC1=O | 1.6 | 11 | 6 | 1 | -25 | -3 | 1.4 | -17 | 3
COc1ccc(C(=O)OCC(=O)NC2CCCCCC2)cc1OC | 0.1 | 14 | -18 | 3 | 16 | 4 | 1.1 | -16 | 2
COc1ccc(C(=O)O/N=C2\C(=O)N(C)c3ccccc32)cc1 | 0.1 | 8 | 10 | 11 | -10 | -3 | 0.2 | -12 | 0
CCOCCCNC(=O)C(Cc1ccccc1)NS(=O)(=O)c1cccc2nsnc12 (configuration not stated) | 4.2 | 29 | -20 | 14 | -11 | -4 | -0.9 | -13 | 10
Cn1nc(-c2ccc(Cl)cc2)cc1NC(=O)CCCC(=O)O | 1.3 | 16 | 3 | 1 | -7 | -2 | -0.4 | -7 | 0
CC(C)CNc1nc(NC(C)(C)C)nc(Oc2ccc(=O)[nH]n2)n1 | 5.6 | 7 | -9 | 13 | 4 | -2 | 1.0 | 9 | -8
COc1ccc(C)cc1S(=O)(=O)NCCC1=CCCCC1 | 0.5 | 6 | -13 | 10 | 14 | -9 | -1.1 | -20 | -5
CCOC(=O)C1=CCC(c2ccc(C)cc2)N(S(=O)(=O)c2ccc(C)cc2)C1 (configuration not stated) | 0.6 | 8 | / | 0 | -16 | -4 | / | 7 | /
Cc1ccc(C(=O)N2C3C=CC(C3)C2(C(F)(F)F)C(F)(F)F)cc1 (configuration not stated) | 0.0 | 16 | 2 | -3 | -22 | -5 | -2.0 | -6 | -13
Cc1ccc(C2Nc3ccc4ccccc4c3C3=C2C(=O)CC(C)(C)C3)o1 (configuration not stated) | 5.5 | 11 | -14 | / | / | -1 | -1.6 | -4 | 0
Cc1cc(C)c2c(c1)/C(=N/NC(=O)c1ccc(O)cc1)CCC2 | 0.1 | 4 | -8 | 11 | 9 | -12 | -0.5 | -12 | -1
Cc1ccc(S(=O)(=O)NC2CC2)cc1[N+](=O)[O-] | 0.4 | 8 | 1 | 3 | -6 | -2 | 0.9 | 7 | 5
Cc1cccc(C)c1NC(=O)NCCSc1snnc1C | -0.2 | 3 | -8 | 5 | -12 | -4 | -0.7 | -9 | -4
CCN(CC)S(=O)(=O)c1ccc(N/N=C(\C)c2cccnc2)nc1 | 1.0 | 13 | -16 | 1 | -4 | -11 | 1.9 | -9 | -3
O=C(CSc1ccc(Cl)cc1)Nc1ccccc1Oc1ccccc1 | -0.2 | -8 | -31 | 0 | -8 | -8 | 0.1 | 3 | -4
Cc1ccc(NC(=O)C2COc3ccccc3O2)cc1S(=O)(=O)N1CCCCC1 (configuration not stated) | 5.7 | 10 | -5 | 7 | 14 | -4 | 4.8 | -10 | -2
Cc1nnc(NC(=O)c2ccc3ccccc3c2)s1 | 0.4 | -1 | -5 | 25 | -21 | 2 | -0.1 | -4 | -6
C=CCn1c(SCc2n[nH]c(=S)n2-c2ccccc2)nnc1-c1ccccc1 | -0.6 | 5 | -10 | 7 | -21 | -4 | -0.2 | -9 | -1
Cc1ccc(NC(=S)N(Cc2ccco2)C2CCN(C(C)C)CC2)cc1 | 0.5 | 18 | -5 | 0 | -24 | -8 | 0.6 | -8 | -3
Cc1[nH]c2ccccc2c1CCN(Cc1cccnc1)C(=S)Nc1ccc(F)cc1 | 0.6 | 11 | 3 | 3 | 10 | -3 | 0.8 | -1 | -7
CCCCN(C)CCNC(=O)c1c[nH]c2ccc(S(=O)(=O)N(CC)CC)cc2c1=O | -0.1 | 10 | -1 | 5 | -3 | -14 | 0.7 | -22 | -2
O=C(C1=C(O)C(=O)N(CC2CCCO2)C1c1ccccc1F)c1ccco1 (configuration not stated) | 0.1 | -3 | 9 | 1 | -3 | -4 | 0.2 | 3 | -6
COc1ccc(/C=C/C(=O)c2ccoc2)cc1 | 0.2 | 18 | -12 | 2 | -6 | -2 | -0.4 | -13 | 9
COc1ccccc1-n1c(C)nnc1SCC(=O)Nc1cc(C)cc(C)c1 | 0.4 | 10 | -1 | 21 | -9 | -5 | 1.2 | 1 | -5
Cn1c(=O)c2c(ncn2CC(=O)Nc2cc(S(=O)(=O)N3CCCCC3)ccc2O)n(C)c1=O | 0.2 | 4 | -10 | 4 | -1 | 0 | 1.2 | -2 | 0
CC(C)=CCCC(C)CN1CCC(O)CC1 (configuration not stated) | 1.1 | 11 | -1 | 17 | -5 | -3 | 1.8 | -20 | 5
CS(=O)(=O)c1ccc(NC(=O)CN2C(=O)C3CCCCC3C2=O)cc1 (configuration not stated) | 0.6 | 1 | -9 | 0 | 3 | -2 | 0.0 | -4 | -1
CC1=C(CC(=O)NCC(=O)NCC(=O)O)c2cc(F)ccc2/C1=C/c1ccc(S(C)=O)cc1 (configuration not stated) | -0.5 | -6 | / | 0 | 4 | 3 | / | -7 | /

Sorted by the number under TAAR1 agonist (largest number first): four from the list above
mol	TAAR1 agonist
CC(C)CNc1nc(NC(C)(C)C)nc(Oc2ccc(=O)[nH]n2)n1	13
COc1ccc(C(=O)OCC(=O)NC2CCCCCC2)cc1OC	3
CC1CN(S(=O)(=O)c2cccc(C(=O)N(Cc3nnc(-c4ccccc4Cl)o3)C3CC3)c2)CC(C)O1 (configuration not stated)	2
Cc1ccc(C(=O)N2C3C=CC(C3)C2(C(F)(F)F)C(F)(F)F)cc1 (configuration not stated)	-3

Other structures.
SMILES | M1 ag parental | CHO-K1 Ca PAM | CHO parental Ca | TAAR1 agonist | TAAR1 antagonist | M1 ag | V1aR counter | CHO-K1 Ca antag | OXTR potentiator
O=C(Nc1nc(-c2cccnc2)cs1)c1ccccc1F | 1.2 | 12 | -5 | 1 | -4 | -4 | 0.9 | -11 | 0
Cc1ccc2c(c1)nc(NCCCO)n2C | -0.5 | 8 | -2 | 7 | 12 | -3 | 0.7 | 0 | -12
COC(=O)c1sccc1NC(=O)Nc1cccc(C)c1 | 1.0 | 31 | -29 | -1 | 10 | -11 | -1.5 | -9 | -1
O=C1OCCN1C(=O)[C@H]1[C@H](c2ccc(Cl)cc2)C(c2ccc(F)cc2)=NN1c1ccccc1 | 1.2 | 16 | -18 | 0 | -10 | -3 | / | -15 | /
O=C(NCc1ccncc1)C1CCCN(S(=O)(=O)Cc2ccccc2)C1 (configuration not stated) | 0.9 | 21 | -10 | 1 | 14 | -6 | 5.2 | -18 | -13
Cc1ccc(N2C(=O)[C@@H]3C(C(=O)C(c4ccccc4)c4ccccc4)=NN[C@@H]3C2=O)cc1 | -0.3 | 21 | -18 | 2 | 12 | -1 | 0.0 | -7 | -10
COc1cc2ccccc2cc1C(=O)Nc1ccc(O)cc1 | 2.9 | 9 | 27 | 4 | 2 | 0 | 5.3 | 0 | -17
CSc1nnc(NC(=O)c2ccc(C)c(S(=O)(=O)N3CCOCC3)c2)s1 | 0.2 | 17 | -8 | 7 | -6 | -3 | 0.1 | -3 | -12
CCN1CCN(C(=O)c2ccc3c(c2)N(Cc2ccc(F)cc2)C(=O)c2ccccc2S3=O)CC1 (configuration not stated) | 0.8 | 24 | -16 | 3 | -18 | -13 | 0.5 | -11 | -9
O=C1C=C(c2ccc3ncccc3c2)C[C@@H](c2ccc3c(c2)OCO3)C1 | 5.5 | 13 | -22 | 14 | 20 | -2 | 2.5 | -13 | -6
COC1CCN(Cc2c(C(=O)N3C[C@@H](C)O[C@@H](C)C3)nc3ccc(Cl)cn23)CC1 | 0.1 | -12 | -7 | 2 | -18 | -2 | 0.1 | 10 | -4
CCn1cc(C(=O)N[C@@H](C)C(=O)NCCCN2CCOCC2)c(=O)c2cc3c(cc21)OCO3 | 0.2 | 13 | -13 | 3 | 3 | -2 | 1.1 | 7 | -15
Cc1ccc(F)c(S(=O)(=O)NC(=O)C2(C)CCN2C(=O)c2cccc3ccccc23)c1 (configuration not stated) | -0.1 | 2 | / | 0 | -3 | -4 | / | -5 | /
O=C(NNS(=O)(=O)c1ccc(Cl)cc1)NC1CCCCC1 | 0.4 | -3 | -11 | 2 | -6 | -2 | -0.8 | 13 | -11
